# H9c2 TAG inh = inhibitors of triacylglycerol accumulation, primary screen, cell-based, uHTS, fluorescence, H9c2 | H9c2 cells, Nile Red lipid (TAG) fluorescence; cells loaded with 200 µM oleic acid | inhibition, % at 12.5 µM | 230,000 tested, 0.66% active;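 active = pattern-corrected inhibition of lipid staining of at least 50% with the nuclear-stain viability signal not falling by more than 50%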;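 note: 0% = DMSO wells and 100% = triacsin C control wells; some results filed as inactive read as strong as hits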
# H9c2 TAG inh DAPI viability = further read-out of H9c2 TAG inh, marked with its call; DAPI nuclei signal change (viability), lower = more cytotoxic, %;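 whole-well DAPI fluorescence read on a plate reader as a viability signal; minus 50 percent equals half of cells still viable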
# * hit, by the source's call. A portion of the library, so the mix of outcomes need not match the whole.
structure | H9c2 TAG inh | H9c2 TAG inh DAPI viability
O=Cc1ccc(OCCN2CCCC2=O)cc1 | 14 | -15
CC1=CC(C)(C)NC(=S)N1c1cccc(Cl)c1 | -5 | 8
O=C(COc1ccc(Cl)cc1)NCCSCc1cccc(Cl)c1 | -5 | 2
O=C(COc1ccccc1Br)Nc1ccc(S(=O)(=O)N2CCCC2)cc1 | -23 | -3
Cc1ccc2c(-c3ccc([N+](=O)[O-])cc3)cc(=O)[nH]c2c1 | 26 | -18
Cc1cccc(Nc2nnc(SCC(=O)NCc3cccs3)s2)c1 | 3 | -4
CS(=O)(=O)N1CCCC(C(=O)Nc2ccc(F)cc2)C1 (configuration not stated) | -7 | -2
[O-][n+]1cccc2cccc(O)c21 | 6 | -1
NS(=O)(=O)c1ccc(NC(=S)Nc2ccc(S(=O)(=O)N3CCCC3)cc2)cc1 | -3 | -4
O=C(CN1C(=O)NC2(CCCCC2)C1=O)Nc1ccc2[nH]c(=O)[nH]c2c1 | -3 | -5
Cc1ccc(-n2[nH]c(C)c(C=NC34CN5CN(CN(C5)C3)C4)c2=O)cc1C | -7 | 7
O=c1[nH]c2cc([N+](=O)[O-])cc(Cl)c2c2ccccc12 | -15 | -5
Cc1ccc(S(=O)(=O)NCC(=O)N(CC(=O)NC2CCCC2)c2ccc3c(c2)OCCO3)cc1 | -9 | 3
CCOc1ccc(S(=O)(=O)N2CCCC(C(=O)NC3CCCC3)C2)cc1 (configuration not stated) | 15 | 3
Cn1c(SCC(N)=O)nnc1C1CCN(C(=O)NC2CCCCC2)CC1 | 5 | 16
Cc1csc(NC(=O)C2C3C=CC(O3)C2C(=O)O)n1 (configuration not stated) | 14 | 0
Cn1c(=O)c2c([nH]c(=O)n2C)n(Cc2ccccc2)c1=O | -4 | 8
S=c1[nH]cc(-c2ccc(Cl)cc2)n1Cc1ccccc1 | -3 | 1
O=C(CSc1nc2c([nH]c3ccccc32)c(=O)n1-c1ccccc1F)NCC1CCCO1 (configuration not stated) | -20 | 5
CCCCCCCc1c(O)nc(SCCN2CCOCC2)[nH]c1=O | -13 | -1
O=C(CSc1nncs1)NCCCc1ccccc1 | -7 | 6
CCC1(c2ccc(F)cc2)NC(=O)N(CC(=O)N2CCN(C(=O)c3cccs3)CC2)C1=O (configuration not stated) | 10 | 7
Cc1cccc(NC(=O)CSc2nc(N)c(NC(=O)c3cccs3)c(=O)[nH]2)c1C | -7 | 6
CC1(C(=O)NS(=O)(=O)c2cccc(Cl)c2)CCN1C(=O)c1cccc2ccccc12 (configuration not stated) | -4 | 4

# Nothing new here: entries from further up.
structure | H9c2 TAG inh | H9c2 TAG inh DAPI viability
S=c1[nH]cc(-c2ccc(Cl)cc2)n1Cc1ccccc1 | -3 | 1
O=C(CSc1nc2c([nH]c3ccccc32)c(=O)n1-c1ccccc1F)NCC1CCCO1 (configuration not stated) | -20 | 5
CCCCCCCc1c(O)nc(SCCN2CCOCC2)[nH]c1=O | -13 | -1

# The list continues:
structure | H9c2 TAG inh | H9c2 TAG inh DAPI viability
COC(=O)c1[nH]c2ccc(C)cc2c1NC(=O)NC1CCCCC1 | -19 | 2
CCOc1ccccc1-n1c(SCC(=O)N2CCCC2)nnc1-c1ccoc1C | -1 | -4
CC1CCN(CCc2nc3cc(NS(=O)(=O)c4ccc(F)cc4)ccc3n2C)CC1 | -3 | 10
Nc1ccc(-n2cnc3cc([N+](=O)[O-])ccc32)cc1 | 15 | 2
CN(C)c1cccc(C(=O)N2CCCC(CCC(=O)N3CCN(c4ccccn4)CC3)C2)c1 (configuration not stated) | 5 | -6
COc1ccc(N2CC(C(=O)NCc3n[nH]c(=O)c4ccccc34)CC2=O)cc1 (configuration not stated) | -10 | 1
O=C(Cc1cccc([N+](=O)[O-])c1)Nc1ccccc1 | -12 | 19
COc1ccc(Cn2cc(F)c(=O)n(C)c2=O)cc1[N+](=O)[O-] | 3 | 2

# Ordered by molar mass (rising): part of the list above
structure | H9c2 TAG inh | H9c2 TAG inh DAPI viability
O=c1[nH]c2cc([N+](=O)[O-])cc(Cl)c2c2ccccc12 | -15 | -5
S=c1[nH]cc(-c2ccc(Cl)cc2)n1Cc1ccccc1 | -3 | 1
Cc1ccc(-n2[nH]c(C)c(C=NC34CN5CN(CN(C5)C3)C4)c2=O)cc1C | -7 | 7
CC1(C(=O)NS(=O)(=O)c2cccc(Cl)c2)CCN1C(=O)c1cccc2ccccc12 (configuration not stated) | -4 | 4
Cc1ccc(S(=O)(=O)NCC(=O)N(CC(=O)NC2CCCC2)c2ccc3c(c2)OCCO3)cc1 | -9 | 3

# Profiles as entered above.
# Profile of O=C(Cc1cccc([N+](=O)[O-])c1)Nc1ccccc1 → H9c2 TAG inh: -12; H9c2 TAG inh DAPI viability: 19
# Profile of CCOc1ccccc1-n1c(SCC(=O)N2CCCC2)nnc1-c1ccoc1C → H9c2 TAG inh: -1; H9c2 TAG inh DAPI viability: -4
# Profile of Nc1ccc(-n2cnc3cc([N+](=O)[O-])ccc32)cc1 → H9c2 TAG inh: 15; H9c2 TAG inh DAPI viability: 2

# New compounds follow
structure | H9c2 TAG inh | H9c2 TAG inh DAPI viability
CCOc1ccc(C(=O)NC(=S)Nc2cccnc2)cc1[N+](=O)[O-] | -2 | 1
CC(C)CC1CC(C)(c2csc(NNC(=O)c3ccccc3)n2)OC1=O (configuration not stated) | 10 | -2
Cn1nccc1C(=O)NC1CCCc2c1cnn2-c1ccc(F)cc1F (configuration not stated) | -9 | -5
COc1cc(/C=C/C(=O)OCC(=O)NC(=O)NC(C)C)cc(S(=O)(=O)N2CCc3ccccc32)c1OC | 6 | -2
CC(OC(=O)CN1C(=O)c2ccccc2C1=O)C(=O)c1ccccc1 (configuration not stated) | -12 | 5
COc1ccc(C)cc1NC(=O)c1ccc2c(c1)OCO2 | 13 | -4
CCN1CCc2c(sc(NC(=O)c3ccc(S(=O)(=O)N(C)CC4CCCO4)cc3)c2C(N)=O)C1 (configuration not stated) | 5 | 1
O=C(COC(=O)CNS(=O)(=O)c1ccc(Br)cc1Cl)NC1CCCC1 | 10 | -7
CSCCC(NC(=O)c1ccc(Cl)cc1Cl)C(=O)N(C)Cc1nc2ccccc2c(=O)[nH]1 (configuration not stated) | 15 | -1
CCCCOc1ccc(/C=C/C(=O)Nc2ccc([N+](=O)[O-])cc2C)cc1 | 13 | 3
Cc1oc(-c2ccccc2)cc1C(=O)NC(Cc1c[nH]c2ccccc12)C(=O)O (configuration not stated) | -1 | 4
N/C(CN1CCCC1=O)=N\OC(=O)c1ccccc1Cl | 7 | 1
CCc1ccccc1NC(=O)N1CCC(NC(=O)C(Cc2ccc(OC)c(OC)c2)NC(C)=O)CC1 (configuration not stated) | 0 | 9
O=C(C1CCCN(C2CC(=O)N(c3ccc(Cl)cc3)C2=O)C1)N1CCCC1 (configuration not stated) | -1 | 2
CC(=O)NC(CC(=O)Nc1ccc(S(=O)(=O)N2CCOCC2)cc1)c1ccccc1 (configuration not stated) | -1 | -12
O=C(Nc1nnc(-c2ccc(F)cc2)o1)C1CCCN1S(=O)(=O)c1cccs1 (configuration not stated) | 6 | 0
Cc1ccc(-c2noc(CNc3ccccc3)n2)cc1 | -11 | -15
O=C(COC(=O)/C=C/c1ccco1)NCc1ccc(Cl)cc1Cl | -15 | 7
CC(C)(C)NC(=O)C(c1ccc(O)cc1)N(C(=O)CCC(=O)Nc1nccs1)c1cccc(F)c1 (configuration not stated) | -1 | -9
COc1ccc(N/C=C/c2nc(SC)nnc2C)cc1 | -1 | 12
O=C(OCCN1C(=O)c2cccc3c(N4CCOCC4)ccc(c23)C1=O)c1ccccc1Cl | -18 | 16
CN(C)S(=O)(=O)c1ccc(N2CCCC2)c(C(=O)NNC(=O)COc2ccc(Cl)cc2)c1 | 14 | -9
CCOc1ccccc1C=C1SC(=S)NC1=O | -13 | 13
COc1ccccc1NC(=O)c1cc(C)oc1C | 0 | -8
CCN(CC)C(=O)CSc1nc2cc3c(cc2c(=O)n1CCCCCC(=O)NCc1ccc(OC)cc1)OCO3 | 4 | -11
COc1ccc([C@@H]2[C@@H]3C(=O)N(C(C)(C)C)C(=O)[C@@H]3[C@]3(CC(C)C)C(=O)N(c4cccc(Br)c4)C(=O)N23)cc1 | 15 | 3
COc1ccc(/C=C/C(=O)N2CCN(C)CC2)cc1S(=O)(=O)N1CCCCC1 | -16 | 4
Cc1cccc(-c2ncc(CN3CCN(CC(C)C)C(CCO)C3)cn2)c1 (configuration not stated) | -9 | 10
O=C(CSc1nnc(Nc2ccccc2F)s1)NC1CC1 | 3 | -4
Cn1nnnc1SCC(=O)Nc1cc(S(=O)(=O)N2CCCCC2)ccc1Cl | 4 | -8
COc1ccc(CCNC(=O)CCc2ccc(OC)cc2)cc1 | 29 | 3
CCc1nnc(NC(=O)CSc2nncc(=O)n2N)s1 | -27 | 4
Cc1ccc(S(=O)(=O)N(C)CC(=O)NNC(=O)Cc2cccc(F)c2)cc1 | -11 | 1
C[C@H](NC(=O)c1[nH]cnc1C(=O)Nc1ccc(CNC(=O)OC(C)(C)C)cc1)C(=O)OC(C)(C)C | -2 | 8
OCc1cc(-c2ccc(Cl)c(Cl)c2)on1 | -32 | -10
Cc1ccc(C2=NNC(=Nc3ccc(F)cc3)SC2)cc1 | 13 | -3
Cc1cccc(OCCCC(=O)NNC(=O)c2ccccn2)c1 | -21 | -13
C#CCOCCOCCOCCNc1nc(N2CCOCC2)nc(N2CCN(C(=O)CCCCCCCCCCNC(=O)[C@@H](CCSC)n3cc(CCO)nn3)CC2)n1 | -2 | 5
S=C(NC1CCCCC1)N(CCc1ccccc1)CCc1ccccc1 | -31 | 12
COc1ccc(OCC(=O)Sc2ccc(C)cc2)cc1 | 3 | 1
S=C1NNC2(NN1)C1CC3CC(C1)CC2C3 | 6 | -6
C/C(=N\O)C(C)(C)Nc1ccc(Cl)cc1 | 18 | -11
CCCn1c(SCC(=O)NC(C)(C)C)nnc1C(C)C | -1 | 7
O[C@@H]1CN(CC2CCCCC2)[C@@H](c2ccc(Cl)cc2)C[C@H]1n1cc(C2CC2)nn1 | -3 | 16
O=C(CSc1nnc(-c2ccccc2F)o1)N1CCNC1=O | -10 | -1
Cc1cc(C)n(CC(O)CN(c2ccccc2)S(=O)(=O)c2ccccc2)n1 (configuration not stated) | 9 | 3
CC(=O)c1ccc(NC(=O)c2sc3nc(C)c(C)c(C)c3c2N)cc1 | 4 | 2
O=C(CCCc1nc2ccccc2s1)Nc1ccccc1 | -2 | 2
Cc1ccc(S(=O)CCNC(=O)Cc2ccc(Cl)cc2)cc1 (configuration not stated) | 11 | -11
CCN(CC)C(=O)CSc1nnc(-c2ccc(O)cc2)n1CC1CCCO1 (configuration not stated) | 2 | 3
CCOc1ccc(N(CC(=O)NCCc2ccc(OC)cc2)S(C)(=O)=O)cc1 | -1 | -1
COc1ccccc1C(=O)NNC(=O)c1cccc(F)c1 | 4 | 10
N#Cc1sc2nc3c(cc2c1N)CCCC3 | -5 | 9
CC(=O)Nc1ccc(NC(=O)COc2cccc3c2OC(C)(C)C3)cc1 | -1 | 2
CSc1cccc(CN2CCC(Oc3cccc(C(=O)N4CCCC4)c3)CC2)c1 | -5 | 10
CCc1ccc(NC(=O)CCn2cccc2)cc1 | 1 | -9

# (next part)
structure | H9c2 TAG inh | H9c2 TAG inh DAPI viability
CC(OC(=O)c1cccc(-n2cnnn2)c1)C(=O)Nc1ccccc1F (configuration not stated) | 2 | 0
COc1ccc(C)cc1NC(=O)C(OC(=O)C1=NNC(=O)CC1)c1ccccc1 (configuration not stated) | -13 | 1
CCOC(=O)NC(Nc1nnc(SCC)s1)(C(F)(F)F)C(F)(F)F | -1 | 3
NC(COCc1ccccc1)c1csc(NC(=O)Nc2cccc(C(F)(F)F)c2)n1 (configuration not stated) | 25 | -18

# Bioassay records as filed in PubChem BioAssay.
